GPR7 antagonist – human neuropeptides B/W receptor 1 antagonism; P48145; GPR7-expressing cells, fluorescence antagonist assay; inhibition, % at 4.4 µM; 290,000 tested, 1.1% active; AID 1861; in the data active = inhibition above about 16%, passing the limit was not always enough;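 note: cells stimulated with the agonist NPW; 0% = agonist with vehicle and 100% = vehicle without agonist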
IMP-1 inh – blocks Pseudomonas aeruginosa IMP-1 metallo-beta-lactamase; 290,000 tested, 0.45% active; inhibition, % at 5.6 µM; purified IMP-1, nitrocefin hydrolysis, epi-absorbance fluorescence;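 active = inhibition above the mean plus 3 SD of all compounds in the same screening run, cut at about 4.5% in these data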;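 note: 0% = IMP-1 with DMSO and 100% = DMSO wells lacking enzyme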
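System: purified IMP-1; amount: IMP-1 0.2 nM before substrate addition; compound: single dose, 5.6 µM; times: 25 °C, 15 min preincubation, 25 min reaction; signal: Epi-absorbance via hydrolysed-nitrocefin quenching of white-plate fluorescence, 480/530 nm, EDTA stop; benchmarks: DMSO with and without IMP-1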
PHOSPHO1 inh – PHOSPHO1 (human) inhibition; Q8TCT1; recombinant PHOSPHO1, absorbance phosphatase assay; inhibition, % at 13.3 µM; 290,000 tested, 1.1% active; AID 1565; in the data active = inhibition above about 60%
IDE cell activ – activators of human insulin-degrading enzyme in cells; 340,000 tested, 0.073% active; activation, % at 5.96 µM; P14735; HEK cells, FAbeta-B cleavage, fluorescence polarization; 0% vehicle, 100% cell-free pure enzyme wells;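 active = activation above the mean of all tested compounds plus 3 SD, set per screening campaign, cut at about 17% in these data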
VIM-2 inh – blocks Pseudomonas aeruginosa VIM-2 metallo-beta-lactamase; inhibition, % at 5.6 µM; purified VIM-2, nitrocefin hydrolysis, epi-absorbance fluorescence; AID 1527; 290,000 tested, 0.89% active;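 active = inhibition above the mean of all tested compounds plus 3 SD, cutoff set per screening run, cut at about 7.5% in these data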;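 note: red hydrolysis product quenches plate fluorescence so inhibitors raise well fluorescence; 0% = enzyme with DMSO and 100% = DMSO without enzyme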
p-CIP stab down – compounds decreasing mouse p/CIP protein stability | Q05BA5 | F442A p/CIP-EGFP cells, EGFP fluorescence, 16 h | decrease of EGFP signal, % at 10 µM | 290,000 tested, 0.01% active | AID 1984;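 active = EGFP signal decrease of at least 30% at 10 µM or well 3 SD below plate mean, unless failing retest; inactive = the rest, including hits failing retest or dose response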; note: some compounds called inactive have numbers as strong as hits; many of its hits are not listed in these tables
Target sequence (Q05BA5 1-1403): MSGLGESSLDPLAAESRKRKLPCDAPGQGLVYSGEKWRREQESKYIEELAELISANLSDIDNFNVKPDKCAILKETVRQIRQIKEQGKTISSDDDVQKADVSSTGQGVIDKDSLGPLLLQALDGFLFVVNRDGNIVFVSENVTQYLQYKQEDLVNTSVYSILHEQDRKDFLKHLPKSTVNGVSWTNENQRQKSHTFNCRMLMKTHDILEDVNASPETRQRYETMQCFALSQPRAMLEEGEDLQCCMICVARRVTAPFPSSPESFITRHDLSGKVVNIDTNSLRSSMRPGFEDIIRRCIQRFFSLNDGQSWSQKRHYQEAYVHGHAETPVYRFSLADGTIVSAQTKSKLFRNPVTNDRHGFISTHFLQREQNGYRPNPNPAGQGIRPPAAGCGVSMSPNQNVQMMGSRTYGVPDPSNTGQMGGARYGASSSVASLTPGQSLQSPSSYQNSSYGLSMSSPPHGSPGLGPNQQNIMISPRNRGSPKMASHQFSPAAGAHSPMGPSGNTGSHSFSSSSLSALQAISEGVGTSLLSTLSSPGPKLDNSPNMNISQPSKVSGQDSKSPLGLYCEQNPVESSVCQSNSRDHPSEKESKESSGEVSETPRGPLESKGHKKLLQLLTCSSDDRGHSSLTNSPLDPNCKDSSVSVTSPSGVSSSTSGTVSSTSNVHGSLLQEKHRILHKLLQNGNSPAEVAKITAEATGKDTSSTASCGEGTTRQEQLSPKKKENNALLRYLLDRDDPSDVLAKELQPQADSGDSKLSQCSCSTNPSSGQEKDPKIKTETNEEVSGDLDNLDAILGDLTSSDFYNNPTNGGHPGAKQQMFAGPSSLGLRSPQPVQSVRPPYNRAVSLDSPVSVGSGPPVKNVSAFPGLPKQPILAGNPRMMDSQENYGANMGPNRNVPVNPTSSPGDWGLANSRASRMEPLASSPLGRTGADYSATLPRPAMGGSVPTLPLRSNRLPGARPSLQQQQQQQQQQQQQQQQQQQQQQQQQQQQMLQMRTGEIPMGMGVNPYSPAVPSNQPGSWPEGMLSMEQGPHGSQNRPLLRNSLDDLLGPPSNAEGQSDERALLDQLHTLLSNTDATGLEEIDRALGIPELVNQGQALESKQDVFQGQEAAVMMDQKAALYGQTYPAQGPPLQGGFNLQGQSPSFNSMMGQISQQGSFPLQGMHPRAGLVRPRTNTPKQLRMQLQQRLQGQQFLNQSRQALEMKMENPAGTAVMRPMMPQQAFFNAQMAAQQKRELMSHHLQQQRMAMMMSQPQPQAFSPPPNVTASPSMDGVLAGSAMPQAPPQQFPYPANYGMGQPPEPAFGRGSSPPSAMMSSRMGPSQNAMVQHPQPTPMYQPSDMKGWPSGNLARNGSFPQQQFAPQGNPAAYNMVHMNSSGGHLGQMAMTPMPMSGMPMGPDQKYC
M18AAP inhibitor – blocks P. falciparum M18 aspartyl aminopeptidase; 290,000 tested, 1.2% active; inhibition, % at 7.35 µM; recombinant PfM18AAP, H-Glu-NHMec fluorogenic cleavage;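 active = inhibition above the campaign mean inhibition over all tested compounds plus 3 SD, cut at about 28% in these data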;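 note: 0% = plate median of test compound wells and 100% = 2 mM ZnCl2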
NALP1 yeast inh – blocks the NALP1 inflammasome reconstituted in yeast; S. cerevisiae NALP1/ASC/caspase-1 growth, X-gal OD620, 72 h; 280,000 tested, 0.61% active; AID 2071; inhibition, % at 10 µM; in the data active = inhibition mostly above about 24%, no sharp cut-off; inactive = mostly below about 32%; note: some compounds called inactive have numbers as strong as hits
IDE inh – inhibitors of human insulin-degrading enzyme in cells. inhibition, % at 5.59 µM. 320,000 tested, 0.41% active. AID 434962. P14735. HEK cells, FAbetaB cleavage, fluorescence polarization;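 active = percent inhibition above the average of all tested compounds plus 3 SD, set per screening campaign, cut at about 16% in these data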;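 note: IDE supplied by intact live HEK cells; FP after avidin binding of uncleaved biotin substrate so inhibition keeps polarization high; 0% = DMSO wells and 100% = 60 µM reference IDE inhibitor Ii1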
* hit, by the source's call; nt = no result given.

SMILES	GPR7 antagonist	IMP-1 inh	PHOSPHO1 inh	IDE cell activ	VIM-2 inh	p-CIP stab down	M18AAP inhibitor	NALP1 yeast inh	IDE inh
COc1ccc(N2CCN(CCCNC(=O)Cn3c(=O)c4cccn4c4cccnc43)CC2)cc1	-13	-2.3	26	0	0.8	-4	5	-4	2
Cc1nn(-c2ccccc2)c(C)c1CCC(=O)O	-6	-0.9	-10	2	1.4	-1	0	11	6
COC(=O)CN(c1cc(Cl)ccc1OC)S(=O)(=O)c1ccc(C)cc1	-9	-2.1	53	0	-2.6	1	-2	nt	1
COc1ccc(-c2nc(C#N)c(N3CCOCC3)o2)cc1OC	8	-0.9	34	2	3.0	6	-2	9	-2
O=C(COc1cccc2cccnc12)N/N=C/c1cccn1-c1ccc(F)cc1	-6	-4.6	36	0	-0.9	-6	-7	nt	3
CCCCCCCC(=O)Nc1ccc(S(=O)(=O)Nc2nccs2)cc1	-14	-3.4	6	-4	-2.7	-18	3	24	3
O=C(Nc1ccccc1)c1ccc(-c2ccc(F)cc2)s1	-4	-1.8	-9	1	-1.8	0	0	3	-6
c1ccc(Cc2nnc(-c3ccccc3)o2)cc1	69*	1.9	12	4	0.8	2	25	3	-2
CC(C)Oc1ccc(Cc2c(O)nc(NCCCN(C)C)[nH]c2=O)cc1	-8	-2.7	-14	-4	-1.6	-1	1	-65	0
O=C(OCc1ccc(Br)cc1)c1cnc(Cl)c(Cl)c1	7	-2.4	30	1	-2.8	-13	4	-10	2
COc1cc(/C=N/NC(=O)c2cccc([N+](=O)[O-])c2)ccc1OC(=O)c1ccco1	-16	-1.7	-4	2	-0.4	-1	3	12	4
CN(Cc1ccccc1)C(=O)N1CCOCC1	-14	-0.3	-6	-1	1.3	2	-11	12	2
Cc1cccc(C(=O)N2CCN(c3ccc(C(F)(F)F)cn3)CC2)c1C	-6	-3.7	15	-16	0.4	-4	-4	20	7
CCOC(=O)c1ccc(NC(=O)CCc2nc(-c3ccccc3Cl)no2)cc1	-5	-1.9	-6	-1	1.0	2	0	nt	3
Cn1c(SCC(=O)NCc2cccs2)nnc1-c1ccc(O)cc1	0	-2.4	40	2	-1.6	-2	-6	0	-5
CCN(CC)S(=O)(=O)c1ccc(S(=O)(=O)N2CCCC2C(=O)O)cc1 (centres undefined)	5	0.5	5	5	-3.5	-17	-1	-9	-1
Cc1ccc(N2CCN(c3ccc(C)cc3)C(CC(=O)O)C2=O)cc1 (centres undefined)	-5	0.0	-8	0	0.6	-2	-1	12	0
CCC(=O)Nc1sc(C(=O)OC)c(C)c1C(=O)OC	-4	-2.8	59	0	-2.5	-5	14	0	-1
Fc1cc(F)c2nc(N3CCOCC3)sc2c1	-6	-2.6	-6	3	-3.3	-4	-1	29	2
CCC1=C(OC(=O)N(CC)CC)N2C(=O)OC(=NCC(=O)OC)[C@]2(C)[C@H]2C1=CC[C@H]1C(=O)N(CC(=O)OC)C(=O)[C@H]12	nt	nt	35	11	nt	-9	nt	nt	0
COC(CNC(=O)c1cc(Sc2nnc(C)s2)nc2ccccc12)OC	-10	0.0	-19	-2	2.0	1	-13	-8	6
CCOc1ccc(C(=O)NCC(=O)OCC(=O)N2CCC(C)CC2)cc1	-8	-2.7	2	-3	-2.0	2	3	8	0
Cc1ccc(S(=O)(=O)N2CCN(C(=O)c3ccccc3)C2)cc1[N+](=O)[O-]	-1	-3.2	-23	6	-0.7	-7	1	2	0
COc1ccc(NC(=O)c2cc(C)no2)cc1Cl	-5	-2.4	46	-1	0.6	7	1	14	1
O=C(O)C1OC2OC3(CCCCC3)OC2C2OC3(CCCCC3)OC12 (centres undefined)	0	0.2	-2	4	-1.4	5	-3	25	2
CCC(=O)NCCc1nc2cc(NC(=O)COc3ccccc3)ccc2n1C	-3	-1.1	28	3	-0.3	5	-11	23	0
CCN(CC)C(=O)Oc1c(Cl)cc(Cl)c2cccnc12	3	-0.3	37	-2	0.6	-5	0	12	0
CCOc1ccc(CNC(=O)CCCOc2cc(=O)n(C)c3ccccc23)cc1	0	-4.2	-7	3	-1.3	-1	-5	9	3
CCNc1nc(NCC)nc(N/N=C/c2cc(OC)c(OC)c(OC)c2)n1	-12	-4.2	12	5	-2.6	-3	-18	-1	4
S=c1sc(SCCOc2ccccc2)nn1-c1ccccc1	-4	-3.5	12	3	-2.8	-5	4	nt	0
CCN(CC)CCOc1ccc2c(c1)C(=NO)c1cc(OCCN(CC)CC)ccc1-2	19	-2.8	-4	-3	4.1	1	-10	19	8
CCN1C=C(Cc2cccs2)C2=C(C1)C(c1cccs1)C(C#N)=C(N)O2 (centres undefined)	-11	-1.3	11	-2	-2.4	-16	12	0	6
CCN1C(=O)N(C)[C@@H](c2ccccc2)C(C(=O)OC)=C1C	nt	nt	26	1	nt	-9	nt	-5	-3
CN(C)CCCNC(=O)c1cc(C(=O)C2CCCCC2)c[nH]1	-12	-2.5	36	4	-1.2	-2	3	1	6
CC(NS(=O)(=O)c1ccc2c(c1)oc(=O)n2C)c1ccccc1 (centres undefined)	-4	-0.7	25	3	-1.5	-2	2	4	3
O=C(Nc1ccc(Cl)cc1)c1csc(-c2ccncc2)n1	-7	-0.8	-26	1	0.6	4	-1	-5	5
COc1ccc(Cn2c(SCc3cc(C)ccc3C)nc3cc(OC)c(OC)cc3c2=N)cc1	-7	-3.3	-126	27*	-7.1	-16	-1	-1	1
Cc1cccc(C=Nc2ccc3c4c(cccc24)CC3)c1O	-5	-2.8	4	-1	-0.5	-4	-4	15	33*
Cc1cccc(NC2=C(NCCO)C(=O)c3ccccc3C2=O)c1	5	0.8	-11	2	-1.0	2	6	16	0
O=C(CSc1nc(Nc2ccccc2)nc(N2CCOCC2)n1)Nc1cc(Cl)ccc1O	-22	-5.0	61*	-1	-2.8	-9	3	-6	nt

Copied from the list.
COC(CNC(=O)c1cc(Sc2nnc(C)s2)nc2ccccc12)OC in NALP1 yeast inh: -8
CC(NS(=O)(=O)c1ccc2c(c1)oc(=O)n2C)c1ccccc1 (centres undefined) in IDE inh: 3
Cc1ccc(S(=O)(=O)N2CCN(C(=O)c3ccccc3)C2)cc1[N+](=O)[O-] in VIM-2 inh: -0.7
Cc1cccc(C=Nc2ccc3c4c(cccc24)CC3)c1O in IDE cell activ: -1
CN(C)CCCNC(=O)c1cc(C(=O)C2CCCCC2)c[nH]1 in NALP1 yeast inh: 1

Shown as a hit in PHOSPHO1 inh, among the entries above:
SMILES	GPR7 antagonist	IMP-1 inh	PHOSPHO1 inh	IDE cell activ	VIM-2 inh	p-CIP stab down	M18AAP inhibitor	NALP1 yeast inh	IDE inh
O=C(CSc1nc(Nc2ccccc2)nc(N2CCOCC2)n1)Nc1cc(Cl)ccc1O	-22	-5.0	61*	-1	-2.8	-9	3	-6	nt

The main list resumes; the five compounds before the break are reprinted first.
SMILES	GPR7 antagonist	IMP-1 inh	PHOSPHO1 inh	IDE cell activ	VIM-2 inh	p-CIP stab down	M18AAP inhibitor	NALP1 yeast inh	IDE inh
O=C(Nc1ccc(Cl)cc1)c1csc(-c2ccncc2)n1	-7	-0.8	-26	1	0.6	4	-1	-5	5
COc1ccc(Cn2c(SCc3cc(C)ccc3C)nc3cc(OC)c(OC)cc3c2=N)cc1	-7	-3.3	-126	27*	-7.1	-16	-1	-1	1
Cc1cccc(C=Nc2ccc3c4c(cccc24)CC3)c1O	-5	-2.8	4	-1	-0.5	-4	-4	15	33*
Cc1cccc(NC2=C(NCCO)C(=O)c3ccccc3C2=O)c1	5	0.8	-11	2	-1.0	2	6	16	0
O=C(CSc1nc(Nc2ccccc2)nc(N2CCOCC2)n1)Nc1cc(Cl)ccc1O	-22	-5.0	61*	-1	-2.8	-9	3	-6	nt
COc1ccc(OC)c(N(CC(=O)N2CCCC2)S(=O)(=O)c2ccc(OC)c(OC)c2)c1	-2	-0.4	-28	3	-0.7	-4	-10	-8	-7
COc1ccc(OC)c(C2NC(=O)c3sc(=S)n(-c4ccccc4)c3N2)c1 (centres undefined)	-14	-2.0	-35	-3	-0.6	-14	-1	8	2
N#Cc1cccc(C(c2nnnn2Cc2ccccc2)N2CCCC2)c1 (centres undefined)	1	0.0	-9	6	-0.2	3	-3	14	-5
O=C(CSc1ccc(-c2ccccc2)nn1)N1CCCc2ccccc21	3	-1.3	-18	5	0.5	-2	5	20	5
O=C(Cc1ccccc1)Nc1cccc(-c2nc3ncccc3o2)c1	-9	-5.7	45	-7	-0.9	-9	8	7	-1
Cc1ccc(NC(=O)CCC(=O)O)cc1F	-4	-3.3	15	-9	-2.4	-2	-6	23	-5
CN(C)CC/C=C1\c2cc(F)ccc2CSc2ccccc21	13	-1.0	21	3	-2.8	8	1	30	1
O=C(CN1C(=O)c2ccccc2S1(=O)=O)NCCSCc1cccc(Cl)c1	-15	-0.6	23	2	-1.4	-6	0	-6	2

Screening results as filed in PubChem.
